# rad50 = NCI yeast anticancer drug screen, S. cerevisiae rad50 strain | 10% of 79,000 active | % growth inhibition at 50 µM | AID 155;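 note: 0% = growth of vehicle-only cultures of the same strain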
#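 A DNA repair-deficient yeast mutant serves as the test organism; compound-induced growth inhibition is calculated against vehicle-treated cells.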
# yeast mlh1 rad18 = NCI yeast anticancer drug screen, S. cerevisiae mlh1 rad18 strain. growth inhibition, % at 50 µM. 11% of 79,000 active;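 note: 0% = growth of vehicle-only cultures of the same strain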
#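 Read-out is yeast growth inhibition, calculated against vehicle-only controls. The compound was applied to a strain engineered with DNA damage repair alterations.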
# yeast cln2 rad14 = NCI yeast anticancer drug screen, S. cerevisiae cln2 rad14 strain | % growth inhibition at 50 µM | 8.3% of 78,000 active;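 note: 0% = growth of vehicle-only cultures of the same strain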
#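 Strain: cln2 rad14 yeast, altered in cell cycle control and DNA damage repair. Read-out: growth inhibition vs vehicle.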
# yeast bub3 = NCI yeast anticancer drug screen, S. cerevisiae bub3 mutant strain. growth inhibition, % at 50 µM. AID 167. 9.9% of 78,000 active;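 note: 0% = growth of vehicle-only cultures of the same strain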
#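 Mutant yeast screening strain plus compound; vehicle-treated cultures serve as the 0% inhibition reference.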
# yeast sgs1 mgt1 = NCI yeast anticancer drug screen, S. cerevisiae sgs1 mgt1 strain; % growth inhibition at 50 µM; AID 161; 10% of 78,000 active;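 note: 0% = growth of vehicle-only cultures of the same strain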
#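 Read-out: growth inhibition vs vehicle controls. Cells: mutant yeast strain deficient in DNA damage repair.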
# mec2-1 = NCI yeast anticancer drug screen, S. cerevisiae mec2-1 strain. 9% of 79,000 active. growth inhibition, % at 50 µM;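 note: 0% = growth of vehicle-only cultures of the same strain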
#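 Each compound was tested on mec2-1 yeast, a strain altered in DNA damage repair or cell cycle control. Growth inhibition is reported relative to vehicle.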
# An asterisk follows results filed as active; x = not tested or not shown; & = joins results of further samples. Cut-off read from the data, not from the text of the source: active = growth inhibition above about 70%; inactive = the rest.
SMILES,rad50,yeast mlh1 rad18,yeast cln2 rad14,yeast bub3,yeast sgs1 mgt1,mec2-1
C/C(CC(O)(C(F)(F)F)C(F)(F)F)=N\N,-32,-23,-8,-4,-20,-50
CCOC(=O)Cc1nc2ccccc2s1,99*,99*,99*,99*,99*,100*
CCCCCCCCCCCCCCCCCC1=Nc2ccccc2NC(=O)C1,7,21,4,-9,5,-26
OC1CCCCC1c1ccccc1 (stereo not drawn),24,43,26,-4,0,-10
CN(C)c1ccc2c(c1)Cc1cc(NC(=O)CCC(=O)O)ccc1-2,9,14,-2,9,19,6
O=C(O)C(=O)c1c(O)[nH]c2ccccc12,1,18,-15,-8,12,-10
CCCCn1c2nc3ccccc3c-2nc2cc(OC)c(OC)cc21,26,35,6,12,15,15
Cc1ccc(C(=O)c2ccccc2)cc1C,16,25,-26,35,17,7
NS(=O)(=O)c1ccc(NC(=O)c2cccn3c(=O)c4ccccc4nc23)cc1,7,15,27,0,-8,9
COC1(c2ccc(Br)cc2)OC1(C)C (stereo not drawn),0,25,-9,29,8,31
O=C1[C@H]2CC=CC[C@H]2C(=O)N1CCO,4,19,14,17,-10,-10
CN(NC(=O)/C(=C/c1cc(Cl)cc(Cl)c1O)NC(=O)c1ccccc1)c1cnn(-c2ccccc2)c(=O)c1Cl,53,67,56,60,59,39
CN(C)c1nc(NNS(=O)(=O)c2ccc(N)cc2)nc(N(C)C)n1,-27,4,55,-12,-6,8
S=c1nc(C(c2ccccc2)c2ccccc2)[nH][nH]1,29,66,28,12,40,2
CCc1ccccc1NC(=O)/C=N/O,-28,-11,-7,-23,-18,-24
CCOC(=O)c1cc([N+](=O)[O-])cc([N+](=O)[O-])c1Sc1ncnc2nc[nH]c12,36,78*,77*,59,62,60
CCOC(=O)C(C)(C#N)C(c1ccccc1)c1ccccc1 (stereo not drawn),26,12,-18,2,4,-22
CC(C)C(NC(=O)CNC(=O)OC(C)(C)C)C(=O)OCc1ccccc1 (stereo not drawn),-59,-31,-15,-13,-22,-30
CCOC(=O)C(=CNc1cc(C)c2[nH]c3ccc(Cl)cc3c2c1C)C(=O)OCC,5,14,8,-14,13,3
CS(=O)(=O)N1CCN(S(C)(=O)=O)CC1,3,16,40,-3,11,29
C/C=C/Cc1cc(Cl)cc(Cl)c1O,-8,16,16,-3,-10,-4
O=C1OCOC2(CCCC2)C1c1ccccc1 (stereo not drawn),23,29,15,14,12,16
Cc1c2ccccc2c(CN2CC(O)CC2C(=O)O)c2ccccc12 (stereo not drawn),71*,94*,79*,52,63,33
CCCCCCCCCCCCCCCCN(C)c1ccc(S(=O)(=O)O)cc1[N+](=O)[O-],86*,80*,69,88*,91*,89*
CN(c1ccccc1)S(=O)(=O)c1ccc([N+](=O)[O-])cc1,-13,-5,-7,22,7,-53

# Arranged by molar mass (rising): some entries from above.
SMILES,rad50,yeast mlh1 rad18,yeast cln2 rad14,yeast bub3,yeast sgs1 mgt1,mec2-1
OC1CCCCC1c1ccccc1 (stereo not drawn),24,43,26,-4,0,-10
CCc1ccccc1NC(=O)/C=N/O,-28,-11,-7,-23,-18,-24
O=C1[C@H]2CC=CC[C@H]2C(=O)N1CCO,4,19,14,17,-10,-10
O=C(O)C(=O)c1c(O)[nH]c2ccccc12,1,18,-15,-8,12,-10
C/C=C/Cc1cc(Cl)cc(Cl)c1O,-8,16,16,-3,-10,-4
O=C1OCOC2(CCCC2)C1c1ccccc1 (stereo not drawn),23,29,15,14,12,16
CS(=O)(=O)N1CCN(S(C)(=O)=O)CC1,3,16,40,-3,11,29
COC1(c2ccc(Br)cc2)OC1(C)C (stereo not drawn),0,25,-9,29,8,31
S=c1nc(C(c2ccccc2)c2ccccc2)[nH][nH]1,29,66,28,12,40,2
CN(c1ccccc1)S(=O)(=O)c1ccc([N+](=O)[O-])cc1,-13,-5,-7,22,7,-53
Cc1c2ccccc2c(CN2CC(O)CC2C(=O)O)c2ccccc12 (stereo not drawn),71*,94*,79*,52,63,33
CN(C)c1nc(NNS(=O)(=O)c2ccc(N)cc2)nc(N(C)C)n1,-27,4,55,-12,-6,8
CC(C)C(NC(=O)CNC(=O)OC(C)(C)C)C(=O)OCc1ccccc1 (stereo not drawn),-59,-31,-15,-13,-22,-30
CCOC(=O)c1cc([N+](=O)[O-])cc([N+](=O)[O-])c1Sc1ncnc2nc[nH]c12,36,78*,77*,59,62,60
CCCCCCCCCCCCCCCCCC1=Nc2ccccc2NC(=O)C1,7,21,4,-9,5,-26
CCOC(=O)C(=CNc1cc(C)c2[nH]c3ccc(Cl)cc3c2c1C)C(=O)OCC,5,14,8,-14,13,3
CCCCCCCCCCCCCCCCN(C)c1ccc(S(=O)(=O)O)cc1[N+](=O)[O-],86*,80*,69,88*,91*,89*
CN(NC(=O)/C(=C/c1cc(Cl)cc(Cl)c1O)NC(=O)c1ccccc1)c1cnn(-c2ccccc2)c(=O)c1Cl,53,67,56,60,59,39

# Carrying on.
SMILES,rad50,yeast mlh1 rad18,yeast cln2 rad14,yeast bub3,yeast sgs1 mgt1,mec2-1
O=[N+]([O-])c1cccc(N=Cc2ccccc2)c1,7,6,8,14,-7,13
CCOC1CC2C[C@H]3[C@@H]4CCC5=CC(=O)CC[C@]5(C)[C@H]4CC[C@]3(C)C2=C(C)O1 (stereo partly drawn),22,20,37,4,54,17
CC(C)CN(CC(C)C)C(=S)[S-].CC(C)CN(CC(C)C)C(=S)[S-].[Zn],54,32,21,5,55,13
COC1(OC)CC2C(=O)N(Cc3ccccc3)C1C(S(=O)(=O)c1ccccc1)C2C(C)S(=O)(=O)c1ccccc1 (stereo not drawn),14,5,-35,-27,-24,-1
CC(=O)Nc1ccc(S(=O)(=O)N/N=C(/C)c2ccccc2)cc1,-9,-24,2,-23,1,-32
Cc1cc2c(ccc3c4ccccc4ccc32)c2ccccc12,-12,-10,-14,-6,-7,-34
Cc1cc2ccccc2n1/C=C/C1=[N+](C)c2ccccc2C1(C)C,10,26,-39,8,10,6
CCCC1OC(C)(CCC)OCC1CC (stereo not drawn),37,41,-6,-10,17,12
N#CC(=N)c1ncn(CCO)c1NC(=O)C(F)(F)F,10,1,21,4,-4,-14
Nc1cccc(B(O)O)c1,-17,-16,-6,-30,-34,-65
Cn1cnc([N+](=O)[O-])c1C(=O)NCc1ccccc1,-2,-9,-21,-7,5,9
Cc1cccc(NC(=O)c2cccc([N+](=O)[O-])c2C(=O)O)c1C,5,11,-7,26,4,12
Nc1cc(NCc2ccccc2)nc(=O)[nH]1,3,10,-52,-17,1,0
CCOC(=O)C1Nc2ccccc2[C@H]2OCC[C@@H]12 (stereo partly drawn),0,-30,24,-21,6,-15
C/C=C/C(O)c1ccccc1 (stereo not drawn),8,25,14,4,40,2
CC12CCC(C(=O)OC1=O)C2(C)C (stereo not drawn),0&4,-1&-55,-51&28,0&-30,-14&-47,4&-8
CC(=O)Nc1ccc(N=C2c3ccccc3-c3ccc([N+](=O)[O-])cc32)cc1,-6,-14,-12,-6,11,-11
O=c1cc(-c2ccccc2)oc2c(-c3cc(Cl)cc4c(=O)cc(-c5ccccc5)oc34)cc(Cl)cc12,-7,79*,-3,-2,14,23
NNC(=O)CCCCC(=O)O,18,2,-3,-27,8,-5
CCC(CC)COC(=O)c1ccc(O)c(O)c1,99*,99*,99*,99*,48,99*
Oc1ccccc1NC(=S)Nc1ccccc1,38,37,17,60,13,20
OC/C(=C\c1ccccc1)c1ccccc1,-3,6,-49,-17,13,4
CN(C(=O)C1C2c3ccccc3C(c3ccccc32)C1C(=O)N(C)c1ccccc1)c1ccccc1 (stereo not drawn),29,22,-39,1,22,1
CC(C)NC(=O)c1c([N+](=O)[O-])ncn1C,-17,-6,-26,-4,-5,-9
O=c1[nH]cc(NCCc2ccccc2)c(=O)[nH]1,1,2,-51,7,-17,-4

# Further compounds:
SMILES,rad50,yeast mlh1 rad18,yeast cln2 rad14,yeast bub3,yeast sgs1 mgt1,mec2-1
CCOc1ccc2nc3ccccc3c(N)c2c1,91*,90*,86*,87*,81*,84*
CCCCOC(=O)CCC(C)=O,-8,4,6,-3,-14,-12
CCOc1cc2c(cc1O)/C(=N\O)C[C@@H]1[C@@H]2CC[C@]2(C)[C@@H](O)CC[C@@H]12,32,-9,21,24,57,13
C=CS(=O)CCCCCCC (stereo not drawn),25,-34,-68,4,-14,-1
CC(C)CCC(=O)O,-8,-10,-10,4,-4,-9
Cc1cc(Cl)c2ccc(Cl)c(C)c2n1,7,0,-11,5,4,-9
COc1cc(-c2ccccc2)c(OC)cc1CCl,4,20,6,14,18,3
CCc1ccccc1SC(C)=O,30,65,60,81*,44,62
NC(=O)NC(=O)Cc1ccc(N)cc1,5,-5,1,4,2,-9
CCN(CC)CCC1(C#N)Cc2ccccc2N(CC)c2ccccc21 (stereo not drawn),42,-20,16,7,9,5
O=C(O)COC1CC(=O)N2c3ccccc3C34CCN5C(=O)C(=O)C(CC53)C1C24 (stereo not drawn),-2,-10,x,x,x,-25
CCCCCCCCCc1nc(CCCCCCCCC)nc(CCCCCCCCC)n1,-15,-2,0,-20,-12,-6
CCOC(=O)c1ccc(N=Cc2cccs2)cc1,-2,17,10,0,17,28
O=S(=O)(Nc1ccnn1-c1ccccc1)c1ccc(N=Cc2c3ccccc3nc3cc(Cl)ccc23)cc1,97*,98*,69,68,96*,97*
O=S(=O)(c1cccc(C(F)(F)F)c1)N1c2ccccc2-n2cccc2C1c1cccnc1 (stereo not drawn),90*,95*,94*,95*,97*,95*
CC(C)(CCBr)[N+](=O)[O-],1,0,44,6,8,16
CC(C)(C)OC(=O)NC(Cc1ccccc1)C(=O)OCN1C(=O)C2C3C=CC(C2C1=O)C1C2C(=O)N(COC(=O)C(Cc4ccccc4)NC(=O)OC(C)(C)C)C(=O)C2C31 (stereo not drawn),27,20,-7,8,0,-4
CCOCc1cc(C)[nH]c(=O)c1C#N,-2,-22,-50,-2,-4,-2
C[Si](C)(C)Cc1ccccc1,-21,-31,-30,-5,-8,-10
O=C(CSc1nnc(Cc2ccccc2)o1)Nc1ccccc1,-28,-27,-13,-35,-39,0
CC(=O)Nc1ccc(S(=O)(=O)NC(C)=O)cc1,-6,13,-20,7,-3,-9
CCOC(=O)C1(C)CCCCC1=O (stereo not drawn),7,3,8,6,3,-7
O/N=C/c1ccccn1,-1,0,7,-10,-6,-32
CC(=O)[O][Ga]([Cl])[O]C(C)=O,22,14,34,30,34,27
CCCC(=O)OC1=CC(=O)c2ccccc2C1=O,23,6,26,-10,29,17

# (next part)
SMILES,rad50,yeast mlh1 rad18,yeast cln2 rad14,yeast bub3,yeast sgs1 mgt1,mec2-1
CCOC(=O)/C=C(/C(=O)OCC)n1cc(C)c(=O)[nH]c1=O,-8,-94,-16,-28,-24,12
COC1=CC(=O)c2ncccc2C1=O,92*,95*,89*,47,85*,78*
NOCCCC(c1ccccc1)c1ccccc1,-15,0,-50,68,1,-4
CN1C(=S)CSc2ccccc21,-8,2,26,-10,-11,-4
Fc1ccc2nncc(/C=C/c3ccccn3)c2c1,42,19,-17,24,4,-4
CC(=O)c1cccc(NC(=O)Nc2ccc(F)c([N+](=O)[O-])c2)c1,7,3,3,36,22,23
Cc1cc(Br)c(NC(=O)CBr)cc1C,42,82*,47,40,72*,73*
CCCCCCCCCCCCCCCCCC(CCCCCCCC)CCCCCCCC,-5,24,3,0,-31,1
COC(=O)/C=C/c1c[nH]c2nccnc12,-9,-25,-96,-8,-15,-11
C=CCCC1(O)C(O)C(CO)O[C@H](O[C@@]2(CO)OC(CO)C(O)C2O)C1O (stereo partly drawn),-20,12,-18,-2,-8,-12
CCCCCCCCCCCCC#N,-21,8,-33,-5,-1,-16

# Hits appear at their usual frequency; any-hit rate near 14%.
